Bioassay records deposited in PubChem BioAssay by Broad Institute.
esBAF inh – inhibitors of esBAF chromatin remodeling in mouse ES cells; Bmi1-luciferase knock-in reporter, 24 h; 100% = twice the neutral-well signal; actives 2% (n = 350,000); reporter increase, % at 12.5 µM; in the data active = activation above about 40%;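 also: 0% = median of the plate's neutral control wells and 100% = double that signal; a rise in the Bmi1 reporter signal indicates esBAF inhibition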
Casp6 inh – caspase-6 (human) enzyme inhibition. purified caspase-6, Z-VEID-R110 cleavage fluorescence. actives 0.53% (n = 350,000). inhibition, % at 12.5 µM;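 active = mean inhibition across replicates at least about 35%, with every replicate also reaching that limit, limit read from the data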;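 also: 0% = median of neutral control wells and 100% = no fluorescence left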
Target sequence (P55212 24-179 limits assumed): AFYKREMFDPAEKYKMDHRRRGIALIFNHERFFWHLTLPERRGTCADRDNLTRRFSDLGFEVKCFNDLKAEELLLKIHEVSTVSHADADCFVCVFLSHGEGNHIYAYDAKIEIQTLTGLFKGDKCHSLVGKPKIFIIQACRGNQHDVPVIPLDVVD
Target sequence (P55212 194-293 limits assumed): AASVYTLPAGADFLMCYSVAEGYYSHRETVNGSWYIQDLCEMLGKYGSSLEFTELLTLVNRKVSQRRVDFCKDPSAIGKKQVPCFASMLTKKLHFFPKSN
FN deposition inh – fibronectin deposition inhibition. actives 0.086% (n = 350,000). inhibition, % at 12.6 µM. AH1F fibroblasts, Alexa488-fibronectin deposition fluorescence, overnight;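 active = mean inhibition across replicates of 30% or more, regardless of how many single replicates reach that level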;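 also: positive control wells lacked labelled fibronectin entirely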
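Measured by – fluorescence 485/525 nm · System – AH1F fibroblast monolayer, labelled fibronectin deposition · Amount – 10000 cells per well · Buffer or medium – serum-reduced DMEM (2% serum) · Doses – single dose, pinned · Also added – fluorescent fibronectin at 24 nM final · Schedule – 1 h cell attachment, overnight exposure to compound and label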
C2C12 statin – suppressors of simvastatin-induced myotoxicity in C2C12 myotubes. rescue of ATP level, % at 7.49 µM. ATP luminescence, 48 h; scaled: DMSO 0, geranylgeraniol control 100. AID 602340. actives 0.78% (n = 330,000);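 active = mean ATP rescue above about 67%, or every replicate alone reaching that limit, limit read from the data, passing the limit was not always enough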;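 also: myotubes were challenged with 10 µM simvastatin during compound exposure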
LGR2 antag – Drosophila LGR2 receptor signaling inhibition; actives 0.35% (n = 380,000); HEK293 LGR2, CRE-luciferase, bursicon-stimulated, 4 h; inhibition, % at 9.99 µM;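 active = drop in luminescence signal, shown as inhibition above about 50% in the replicate tests, limit read from the data, passing the limit was not always enough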;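 also: agonist challenge used bursicon conditioned medium at about half maximal strength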
SIRT5 inh – blocks human SIRT5 desuccinylation of peptide | Q9NXA8 | Purified SirT5, succinyl-peptide AMC, trypsin-coupled fluorescence | inhibition, % at 15 µM | actives 1.1% (n = 330,000); in the data active = inhibition above about 15%
Target sequence (Q9NXA8 whole entry, looked up): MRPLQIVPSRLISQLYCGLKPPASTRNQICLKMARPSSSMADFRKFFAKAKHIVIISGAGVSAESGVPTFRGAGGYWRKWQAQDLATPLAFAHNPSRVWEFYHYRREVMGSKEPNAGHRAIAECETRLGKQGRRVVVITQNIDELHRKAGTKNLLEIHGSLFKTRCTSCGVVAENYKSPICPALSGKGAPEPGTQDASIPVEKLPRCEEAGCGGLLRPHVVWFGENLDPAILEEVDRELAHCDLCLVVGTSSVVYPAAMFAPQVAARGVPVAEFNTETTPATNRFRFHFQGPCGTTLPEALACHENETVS
S100A4 inh HTS – blocks human S100A4 binding to myosin IIA peptide. inhibition, % at 10.7 µM. S100A4/TAMRA-MyoIIA peptide fluorescence polarization. actives 0.14% (n = 360,000);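 active = mean inhibition of at least 70% across replicates, with every replicate also reaching that level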
Target sequence (P26447 whole entry, looked up): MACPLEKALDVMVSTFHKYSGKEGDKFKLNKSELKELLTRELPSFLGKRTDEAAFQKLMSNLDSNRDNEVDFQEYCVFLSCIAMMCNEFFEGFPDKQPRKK
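Material: human S100A4 monomer with TAMRA-labelled myosin IIA peptide; buffer or medium: HEPES pH 7.2 with CaCl2, KCl, NaCl, DTT, Triton; compound dosing: one concentration per compound; schedule: 5 min incubation before reading; benchmarks: neutral control DMSO, positive control TFP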
* hit, by the source's call; x = no result given; & = joins results of further samples.

SMILES	esBAF inh	Casp6 inh	FN deposition inh	C2C12 statin	LGR2 antag	SIRT5 inh	S100A4 inh HTS
C[C@H]1CN([C@@H](C)CO)C(=O)c2cc(NC(=O)Nc3cccc4ccccc34)ccc2O[C@@H]1CN(C)Cc1ccncc1	2.4	2.3	x	30.7	12.7	5.0	1.3
CCCN1[C@@H]2c3ccc(-c4cccnc4)c(=O)n3C[C@H]1[C@H](CO)[C@H]2C(=O)NC1CCC1	-1.9	-0.3	x	-5.6	11.8	-2.8	2.9
O=C(COc1ccc2ccc(=O)oc2c1)NC1CCS(=O)(=O)C1 (stereo not given)	-10.4	0.4	x	5.0	5.8	x	-5.0
O=C(NC1CCCCC1)C(c1cccnc1)N(C(=O)c1ccc(Cl)nc1)C1CCCCC1 (stereo not given)	-5.8	-0.6	-1.1	2.9	5.6	2.7	-3.1
COc1ccc(C(=O)N2CCCC(Nc3ccc(C(C)C)cc3)C2)c(OC)n1 (stereo not given)	-2.3	-0.6	10.7	-1.4	14.1	1.2	-0.6
O=C(/C=C/c1ccc(S(=O)(=O)N2CCOCC2)cc1)NC(=S)NCCCn1ccnc1	-2.9	-2.2	2.9	-20.7	20.3	-1.4	1.9
CCN1CCN(CCC(=O)Nc2ccccc2OC)CC1	-8.1	-16.3	x	-5.1	4.7	-3.3	-1.5
Cc1cc(Br)ccc1NC(=O)c1ccccc1-c1ccccc1	x	-0.7	-5.4	x	8.8	-1.9	-12.2
CCOC(=O)N1CCN(c2c(NCc3ccccn3)c(=O)c2=O)CC1	-10.4	-0.4	1.4	6.0	14.9	-2.3	-3.2
CCN(CC)C(=O)CN1CCN(Cc2ccc3c(c2)OCO3)CC1	-7.1	-0.1	2.6	-10.4	x	7.1	-2.6
COc1ccccc1NC(=O)CCC(=O)O	-13.7	x	-15.6	-13.1	x	x	x
C[C@@H]1CN([C@@H](C)CO)S(=O)(=O)c2ccc(-c3cccc(C#N)c3)cc2O[C@@H]1CN(C)C	-4.3	0.9	-7.3	-29.4	13.2	-12.0	1.3
Cc1c(Br)c([N+](=O)[O-])nn1CC(=O)Nc1cccc2nonc12	-34.6	7.2	-1.7	1.5	x	-1.2	-4.2
Fc1ccc(Br)cc1/C=N/N1CCN(c2ccccc2)CC1	10.1	-3.0	-6.1	1.9	-20.1	-4.2	-2.1
COc1ccc(NC(=O)c2ccc3nc[nH]c3c2)c(OC)c1	x	-4.7	-5.2	x	-5.1	-0.7	-1.1
COC(=O)COc1ccsc1C(=O)OC	7.1	3.7	x	-27.9	16.8	0.6	-1.3
CCOc1ccc(C(=O)Nc2cnn(Cc3ccc(Cl)c(Cl)c3)c2)cc1	1.8	-0.9	x	52.4	16.3	-3.5	2.9
COc1ccc(C(=O)Nc2cc(C)nn2-c2cccc(F)c2)cc1OC	-2.8	-1.7	-6.2	0.1	5.6	-2.9	-3.3
O=C(c1ccccc1F)N1CC(=O)N2[C@H](CO)[C@@H](c3ccc(-c4ccccc4)cc3)[C@@H]2C1	x	-0.9	x	x	4.3	-1.6	-5.6
CCCCn1c(=NC(=O)c2ccco2)c(C(=O)OCC)cc2c(=O)n3cccc(C)c3nc21	x	4.4	1.6	x	-14.6	-24.8	0.8
CCc1noc(C)c1C(=O)OCC(=O)NC(=O)c1ccccc1	x	-4.0	0.1	x	-2.5	-2.7	8.1
CCCN1CCCC[C@H]1C(=O)Nc1c(C)cccc1C	0.6	-5.0	-1.5	-0.6	-13.1	-0.8	0.3
CCCNC(=O)N1C[C@@H](C)[C@@H](OC)CN(C)C(=O)c2ccc(NC(=O)CC)cc2OC[C@H]1C	-5.2	-0.6	-8.8	6.7	-2.3	-2.6	-0.2
CC(=O)c1cccc(NC(=S)N2c3ccccc3CC2C)c1 (stereo not given)	x	-0.4	-3.2	x	-20.8	-7.7	-7.0
O=C(C[C@@H]1CC[C@@H](NC(=O)c2cccc(F)c2)[C@@H](CO)O1)NCc1ccc(Oc2ccccc2)cc1	-16.8	5.7	x	-7.8	-12.9	-1.9	2.2
CC(=O)c1ccc(OCc2cc(C(=O)N(C)Cc3ncc(C)[nH]3)no2)cc1	1.3	1.3	-5.2	-1.9	12.2	-0.3	-1.5
COCC(=O)N1CCC2(CC1)CN[C@H](CO)c1c2c2ccc(OC)cc2n1C	x	2.1	-11.0	x	-3.1	-3.3	-34.6
CCC(=O)N(C)C[C@@H]1Oc2ncc(-c3ccc(C)cc3)cc2C(=O)N([C@@H](C)CO)C[C@H]1C	-7.8	-0.6	-6.1	1.5	2.6	1.6	-7.9
COc1ccc(C)cc1N(CC(=O)N1CCCC1)S(C)(=O)=O	-5.9	-1.3	-1.7	1.5	-3.7	-6.0	-2.3
Cc1ccc(NC(=O)CN2C(=O)NC(C)(c3ccc(Cl)cc3)C2=O)c(Br)c1 (stereo not given)	-7.7	11.1	-3.6	5.6	-11.5	-12.1	5.1
COc1ccc(Cn2nnnc2C(c2cccs2)N2CCN(c3ccc([N+](=O)[O-])cc3)CC2)cc1 (stereo not given)	-4.2	x	5.2	-11.5	x	x	x
O=C(NNC(=O)c1cccs1)c1ccc(Cl)c(Cl)c1	x	0.3	4.4	x	-6.4	1.3	-2.1
O=C(c1ccc(F)cc1)N1CC[C@@H]2[C@@H](CO)Nc3ccc(C#Cc4ccc(F)cc4)cc3[C@@H]21	-1.9	x	-4.8	-23.9	10.2	x	x
COc1ccc(NC(=O)COC(=O)Cc2ccccc2[N+](=O)[O-])cc1OC	x	1.0	8.0	x	-3.5	-5.5	6.1
CCOC(=O)c1c2c3c(cccc3[nH]c1=O)C(=O)c1ccccc1-2	-2.2	1.2	-10.7	1.5	-43.1	-4.1	7.1
COc1ccc(OCCC(=O)Nc2cc3c(cc2C(=O)O)OCCCO3)cc1	x	2.1	-8.2	16.9	-4.4	4.2	-0.6
Cc1c(O)c2c(=O)n(-c3ccccc3)c(-c3ccccc3)cc2oc1=O	x	1.9	0.6	x	-10.1	-6.8	6.1
COc1cc(NC(=O)c2ccc3c(c2)S(=O)(=O)N=C2CCCCCN23)cc(OC)c1	4.5	0.5	5.3	-9.3	-4.8	-10.3	8.1
CCN=C(NCC)SC1CC(=O)N(c2ccc(F)cc2)C1=O (stereo not given)	-3.7	0.1	-2.8	2.2	7.6	x	21.2
C=CCn1c(SCC(=O)Nc2sc3c(c2C#N)CCC(C)C3)nc2cc(C(=O)O)ccc2c1=O (stereo not given)	x	2.6	x	-0.4	15.1	4.1	-4.0
CCOc1c(C)cc2[nH]c(CCC(=O)O)nc2c1C	7.0	x	x	-27.0	-37.9	x	x
CSCC[C@@H](C(=O)NCCCCCCCCCCC(=O)N1CCNCC1)n1cc(CCO)nn1	-5.1	-1.9	-4.7	0.3	-11.5	0.7	-1.3
CN(C)CCC(c1ccc(Br)cc1)c1ccccn1 (stereo not given)	-3.0&1.0&4.0	0.1&-0.4&-2.1	-11.0&-4.1&0.5	-0.3&-6.6&-11.5	-12.7&5.2&5.6	0.3&-5.3&-1.1	-0.7&-6.5&1.9
CCOC(=O)CCCCCC(=O)Nc1ccc2c(c1)CC(=O)N([C@@H](C)CO)C[C@H](C)[C@@H](CN(C)Cc1ccccc1)O2	-2.3	-1.4	-2.3	12.0	3.3	0.7	0.7
Cc1cc(S(=O)(=O)N2CCN(c3ccc(F)cc3)CC2)ccc1-n1cnnn1	9.1	0.2	2.6	-1.3	2.6	0.8	-1.9
C/C=C/c1cnc2c(c1)C(=O)N([C@H](C)CO)C[C@H](C)[C@H](CN(C)C(=O)Cc1ccccc1)O2	-3.2	-4.1	x	7.8	-10.5	-1.1	-7.7
O=C(c1cccc(C(F)(F)F)c1)c1c[nH]c(C(=O)NCC2CCCO2)c1 (stereo not given)	x	-1.1	x	x	6.5	-1.2	7.4
CCc1cc(C(=O)COc2ccc(F)cc2)c(O)cc1O	x	5.4	4.3	x	-17.9	-5.0	2.2
Cc1ccc(-n2c(C)cc(C(=O)CN3C(=O)C(=O)N(C4CCCC4)C3=O)c2C)cc1	x	2.1	-8.4	x	7.7	-7.5	-4.1
Cc1ccc(/C=C/C(=O)O)cc1S(=O)(=O)N1CCc2ccccc21	-4.0	1.0	0.5	3.1	-0.1	-0.4	-2.0
CC(=O)N1c2ccc(S(=O)(=O)N3CCCC3)cc2CC1C(=O)Nc1cc(C)cc(C)c1 (stereo not given)	5.0	0.4	-8.1	3.7	-2.2	-8.0	2.8
CO[C@@H](CN(C)S(=O)(=O)c1ccc(Cl)cc1)[C@@H](C)CN(C(=O)Nc1ccccc1F)[C@H](C)CO	5.7	-4.5	12.5	-5.6	-16.8	-1.0	2.8
CC(C)NC(=O)Nc1ccc2c(c1)CC(=O)N([C@H](C)CO)C[C@H](C)[C@@H](CN(C)C(=O)Nc1ccc(F)cc1)O2	-1.1	0.5	-10.1	-12.6	-8.7	3.0	27.3
O=C(O)CNC(=O)c1ccc(NC(=O)/C(=C/c2cccc([N+](=O)[O-])c2)NC(=O)c2ccco2)cc1	-6.3	11.6	-0.5	7.4	-6.7	2.2	1.1
COc1cccc(-n2c(=O)c3sccc3n(CC(=O)NC3CCCC3)c2=O)c1	6.1	-1.2	-2.5	11.2	4.5	-5.3	10.2
COc1ccc(NC(=O)Nc2ccc3c(c2)C(=O)N([C@@H](C)CO)C[C@H](C)[C@@H](CN(C)S(C)(=O)=O)OCCCC[C@@H](C)O3)cc1	-3.7	0.8	x	x	2.0	-0.1	-12.3
COc1cc(OCc2ccccc2)c(CC(=O)O)c([N+](=O)[O-])c1	0.0	2.9	-7.1	7.8	6.4	0.7	3.2
COc1ccc(NC(=O)N2CC(=O)N3[C@H](C2)[C@@H](c2ccc(C#CCC4CCCC4)cc2)[C@@H]3CO)cc1	x	0.4	x	x	-1.9	14.4	-4.6
COCC#Cc1ccc(CC[C@H]2O[C@H]3CC[C@@H](CO)O[C@H]3C[C@@H]2n2cc(C3(O)CCCC3)nn2)cc1	x	2.8	x	x	x	1.3	-13.3
COCCNC(=O)C[C@H]1CC[C@@H](NS(=O)(=O)c2ccc(C)cc2)[C@H](CO)O1	0.2	0.3	4.5	-2.4	10.8	4.2	4.6
COc1cc(/C=N/NS(=O)(=O)c2ccc(C)c([N+](=O)[O-])c2)cc([N+](=O)[O-])c1O	-7.9	3.3	9.7	2.1	10.3	-2.1	-4.9
CC(C)(C)c1ccc(S(=O)(=O)NC(=O)C2(C)CCN2C(=O)CC2CC2)cc1 (stereo not given)	-0.8	-2.3	6.5	1.9	-27.4	x	-2.6
O=C(N[C@H]1CC[C@@H](CC(=O)N2CCCCC2)O[C@@H]1CO)c1cccc(F)c1	-6.1	-5.0	x	-1.6	7.0	1.1	-5.6

Some of the entries above in a different format.
CO[C@@H](CN(C)S(=O)(=O)c1ccc(Cl)cc1)[C@@H](C)CN(C(=O)Nc1ccccc1F)[C@H](C)CO
  esBAF inh: 5.7
  Casp6 inh: -4.5
  FN deposition inh: 12.5
  C2C12 statin: -5.6
  LGR2 antag: -16.8
  SIRT5 inh: -1.0
  S100A4 inh HTS: 2.8
CC(C)NC(=O)Nc1ccc2c(c1)CC(=O)N([C@H](C)CO)C[C@H](C)[C@@H](CN(C)C(=O)Nc1ccc(F)cc1)O2
  esBAF inh: -1.1
  Casp6 inh: 0.5
  FN deposition inh: -10.1
  C2C12 statin: -12.6
  LGR2 antag: -8.7
  SIRT5 inh: 3.0
  S100A4 inh HTS: 27.3
O=C(O)CNC(=O)c1ccc(NC(=O)/C(=C/c2cccc([N+](=O)[O-])c2)NC(=O)c2ccco2)cc1
  esBAF inh: -6.3
  Casp6 inh: 11.6
  FN deposition inh: -0.5
  C2C12 statin: 7.4
  LGR2 antag: -6.7
  SIRT5 inh: 2.2
  S100A4 inh HTS: 1.1
COc1cccc(-n2c(=O)c3sccc3n(CC(=O)NC3CCCC3)c2=O)c1
  esBAF inh: 6.1
  Casp6 inh: -1.2
  FN deposition inh: -2.5
  C2C12 statin: 11.2
  LGR2 antag: 4.5
  SIRT5 inh: -5.3
  S100A4 inh HTS: 10.2

The list is partial; rates above refer to the full screens.
